Screens as filed in PubChem.
mcGAS inh = blocks mouse cGAS activity; Q8C6L5; recombinant cGAS, Kinase-Glo ATP depletion luminescence; inhibition, % at 12.5 µM; 160,000 compounds, 0.15% hits;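 note: 0% = negative control wells and 100% = reference inhibitor with no enzyme activity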
hcGAS inh = human cGAS inhibition | inhibition, % at 12.5 µM | AID 1259398 | recombinant h-cGAS, ATP depletion, Kinase-Glo luminescence | Q8N884 | 290,000 compounds, 0.081% hits;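 note: 0% = vehicle reaction and 100% = reaction without DNA for no activity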
Target sequence (Q8N884 whole entry, looked up): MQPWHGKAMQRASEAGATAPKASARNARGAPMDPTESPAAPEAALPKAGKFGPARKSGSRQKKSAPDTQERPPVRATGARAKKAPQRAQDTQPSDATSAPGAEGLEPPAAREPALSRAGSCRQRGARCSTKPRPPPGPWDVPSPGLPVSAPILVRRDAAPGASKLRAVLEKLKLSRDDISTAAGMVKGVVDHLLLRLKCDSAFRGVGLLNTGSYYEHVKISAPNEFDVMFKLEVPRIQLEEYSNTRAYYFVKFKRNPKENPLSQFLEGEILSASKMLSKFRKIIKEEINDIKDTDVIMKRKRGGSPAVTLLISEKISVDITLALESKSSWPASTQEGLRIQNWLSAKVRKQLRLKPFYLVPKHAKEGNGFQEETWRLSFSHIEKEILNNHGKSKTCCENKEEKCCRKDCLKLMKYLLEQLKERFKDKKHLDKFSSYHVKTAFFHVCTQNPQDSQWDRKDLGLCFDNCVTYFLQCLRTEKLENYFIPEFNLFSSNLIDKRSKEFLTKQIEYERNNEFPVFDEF
NPYLR7 agonist = mosquito NPYLR7 agonism; HEK293T NPYLR7/Galpha15, GCaMP6s calcium fluorescence; activation, % at 10 µM; 270,000 compounds, 0.15% hits; AID 1259423; in the data active = activation above about 40%;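 note: 0% = vehicle and 100% = reference agonist at the receptor; some compounds past the cut are filed as inactive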
* = called active by the depositor; . = not tested or not shown; & = joins results of further samples. Cut-off read from the data, not from the text of the source, unless noted: active = inhibition above about 40%; inactive = the rest. Not a hit list; 0.29% or so of the library scored in one or more.

SMILES	mcGAS inh	hcGAS inh	NPYLR7 agonist
CCCn1c(=O)c2ccccc2n(Cc2ccc(C(=O)NCc3cccc(C(F)(F)F)c3)cc2)c1=O	-2	3	-1
COc1ccccc1NC(=O)c1cc(=O)c(OC)c[nH]1	.	-12	-1
Cc1cc(NC(=O)N2CCCC2)ccc1N1CCSCC1	-17	-5	6
COc1ccc(C2CC(=O)C3=C(C2)N=C(C)C(C#N)C3c2ccccc2Cl)cc1 (stereo not drawn)	-6	-4	0
Cc1cccc(C(=O)N2C(C(=O)N3CCCC3)COC23CCN(C(=O)c2ccc(Cl)c(Cl)c2)CC3)c1 (stereo not drawn)	-5	-5	-1
O=C(C=Cc1ccco1)Nc1sc2c(c1C(=O)O)CCCCC2	.	1	19
CC1C(=O)N(c2ccccc2Cl)CCN1C(=O)Cc1ccccc1 (stereo not drawn)	-5	-5	-10
Cn1cc(/C=C/C(=O)NCc2ccc(N3CCCC3)nc2)c(=O)n(C)c1=O	-4	-6	2
O=C(NC1CCN(c2ccccc2C(=O)N2CCN(c3ccccc3Cl)CC2)CC1)C1CCCC1	.	-6	1
Cc1ccccc1C(=O)N1C(C(=O)NCc2cccnc2)COC12CCN(C(=O)c1ccccc1Cl)CC2 (stereo not drawn)	-3	-3	0
O=C(Nc1cccc(C(F)(F)F)c1)C(NCCN1CCOCC1)c1ccccc1 (stereo not drawn)	.	-11	6
CC(=O)N[C@@H](C)C(=O)NCc1cccnc1Oc1ccc(F)c(F)c1	-23	-7	0
Cc1cc(O)c(CN(C)CC(=O)N(C)C2CCCCC2)cc1C	.	-11	1
CN(Cc1c(F)cccc1Cl)C(=O)NCc1ccc(F)cc1	.	-13	8
CC1(C)CC(CC(=O)N(CCO)Cc2nccs2)CC(C)(C)N1	-6	-12	.
C=CCn1c(SCC(=O)CC(=O)OCC)nc2sc(C)cc2c1=O	.	-3	-6
CN1CCC(Oc2ccccc2NC(=O)c2ccccc2C2CCNC2)CC1 (stereo not drawn)	-12	-9	3
CCc1ccccc1NC(=O)CC1S/C(=N/N=C(C)\C=C\c2ccc(OC)cc2)NC1=O (stereo not drawn)	.	-10	5
COCc1nc(C)cc(N2CCN(C(=O)CCC(C)C)CC2)n1	.	-11	6
C=C(C)Cn1c(N2CCC(C)CC2)nc2c1c(=O)[nH]c(=O)n2C	-8	-5	4
COc1ccc(NCc2nc(CC(=O)O)n[nH]2)cc1	.	-5	-15
Cc1cc(C)n(CC(=O)NCC(C)(C)c2ccccc2)n1	-8	-14	5
CC(=O)Nc1ccc(-c2nc3ccccc3o2)cc1	-3	-1	2
CCCCNC(=S)N(C)c1c(N)n(CCCC)c(=O)[nH]c1=O	.	-1	6
O=C(CNc1cccc(S(=O)(=O)N2CCCC2)c1)N1CCNC1=O	-8	-2	-2
CCN(CC)CCN(C)C1CCC(c2ccccc2)CC1 (stereo not drawn)	-8	-5	-2
O=S(=O)(Cc1ccc(Cl)cc1)c1nc2ccccc2n1Cc1ccc(Cl)cc1	3	1	3
CN(C)c1ccc(N2C(=O)CSC2c2cccc(NC(=O)c3ccc(C(F)(F)F)cc3)c2)cc1 (stereo not drawn)	-7	-8	8
CN(Cc1cccnc1)C(=O)C1CCC(=O)N(Cc2cccc(C(F)(F)F)c2)C1 (stereo not drawn)	-10	-5	1
COCCCN(CC(=O)N1CCc2sccc2C1c1ccccc1C)S(C)(=O)=O (stereo not drawn)	-7	-8	6
CC1(C)CC(N2CCCCC2)=CC(=NC2CC(C)(C)NC(C)(C)C2)C1	.	-15	10
Cc1ccc(Cc2nsc(N3CCN(CCN)CC3)n2)cc1	.	-3	-6
Clc1ccc(C2CCCN(Cc3nc(-c4ccccn4)no3)C2)cc1 (stereo not drawn)	.	-3	5
Cc1cn2c3c(=O)n(CCc4ccccc4)c(=O)n(C)c3nc2n1C1CCCCC1	-9	-6	0
CCc1ccc(S(=O)(=O)N2CCCC2CN2CCCC2)s1 (stereo not drawn)	-18	-4	4
Cc1cc(C)c(N(CC(O)Cn2cc(/C=N\O)c3ccccc32)S(C)(=O)=O)c(C)c1 (stereo not drawn)	-7	-9	9
COc1ccc(-c2nc3ccccn3c2NC(=O)C(C)C)cc1	-6	-6	-4
CCC(C)NC(=O)N1CCC(Oc2ccc3ncccc3c2)(C(=O)O)CC1 (stereo not drawn)	.	-5	18
Cc1nc2cc(NC(=O)CN(C)S(=O)(=O)c3ccc(F)cc3)ccc2o1	.	-4	2
CCOC(=O)c1ccc2c(c1)nc(SCc1nc(-c3cccc(F)c3)oc1C)n2Cc1ccccn1	-6	-6	5
CCN(CC)C(=O)c1nn(-c2ccccc2C)c(=O)cc1OC	.	-9	5
O=C(NCc1cccnc1)c1coc(CN(Cc2ccc(F)cc2)Cc2cccc(Oc3ccccc3)c2)n1	0	3	-8
CC1(C(=O)NCCc2ccccc2)CCN1Cc1ccccc1OC(F)F (stereo not drawn)	.	-10	9
O=C(NCc1ccc(F)cc1)c1nn(-c2ccccc2)c(=O)n(Cc2cccc(C(F)(F)F)c2)c1=O	-3	-5	8
COc1ccccc1-c1cc2nc(C)cc(=O)n2[nH]1	-5	-1	0
CN(C)Cc1nnc(SCC(=O)O)n1-c1ccccc1C(F)(F)F	.	7	3
N=C(N)SCCN	-4&-3	-1&0	-7&1
CC(=O)c1ccc(N2CCN(c3nc(-c4cc(C)cs4)ccc3C(=O)NC3CCS(=O)(=O)C3)CC2)cc1 (stereo not drawn)	.	-4	-2
Cc1ccc(Cl)c(C(=O)N(C)Cc2cnc3ccccc3c2)c1	-12	-8	-5
COc1ccc(-n2nc(-n3cnc4ccccc43)c(C)c(C#N)c2=O)cc1	.	-3	2
CC1(C)CC(=NO)CC(C)(C)N1O	.	2	0
COc1ccc(N2CCN(Cc3cc(=O)c(OC)cn3CC(=O)NCCc3ccccc3)CC2)cc1	-2	-4	1
CC(C)CCN1C(=O)N(Cc2cccnc2)C(=O)C12CCN(Cc1ccc3c(c1)OCCO3)CC2	0	-4	-26
CCOC(=O)c1sc(NC(=O)C2CCCN(C(=O)N3CCCC3)C2)nc1C (stereo not drawn)	.	-8	9
NC(Cc1ccc(C(F)(F)F)cc1)c1csc(Nc2cc(NCc3ccco3)ncn2)n1 (stereo not drawn)	-5	-1	-5
C#CCOCC(O)CN(Cc1ccc(F)cc1)Cc1ccc(C)s1 (stereo not drawn)	-4	-1	14
O=C(c1ccc(F)c(Cl)c1)N1CCN(c2nccc(-c3ccc(Oc4ccccc4)cc3)n2)CC1	-7	-3	12
CCn1nc(C)c(C(=O)N2CCCC(c3nn(C)c(=O)n3CC)C2)c1C (stereo not drawn)	-19	-3	5
CC1(OC(=O)c2cccc(Cl)c2)CCCSC1 (stereo not drawn)	.	-8	2
CCOc1ncccc1CN1CCC(C(=O)Nc2ccc(-c3ccccc3)cc2)CC1	-3	-7	1
Continued:
SMILES	mcGAS inh	hcGAS inh	NPYLR7 agonist
CCOC(=O)C1(Cc2ccccc2C(F)(F)F)CCN(C2CCN(C(C)=O)CC2)CC1	-4	-4	-8
S=c1[nH]nc(-c2snnc2-c2ccccc2)n1Cc1ccc(Cl)cc1	-5	-5	13
Cc1nc(-c2cc(C(=O)N3CCC(NC(=O)C(F)(F)F)CC3)no2)cs1	4	3	5
COc1ccc(-c2nc(-c3cccc(OC)c3)nc3ccc4ccccc4c23)cc1	-4	0	4
Cc1ccc(C)c(N2C(=O)CSC2c2ccccc2NC(=O)c2ccccc2Cl)c1 (stereo not drawn)	-4	-6	-6
CCOC(=O)c1c(O)c2ccccc2[nH]c1=O	-8	3	4
O=C(c1cc(-c2ccccc2Cl)nc2ccccc12)N1CCOCC1	-7	-5	-6
COc1ccc(-n2nnc3c(=O)n(Cc4ccc(F)cc4)cnc32)cc1	.	-3	5
Cn1cccc1CN(CC(O)COCc1ccco1)C1CC1 (stereo not drawn)	-3	-3	4
CCOC(=O)c1c(NC(=O)c2ccc(OC(F)F)cc2)sc2c1CCC2	-6	-3	1
COc1ccc(CNC(=O)Cn2nc3c(c2NC(=O)c2ccccc2C)CSC3)cc1	-3	-4	-7
Cc1ccc(C(=O)ON=C(N)Cc2ccc(Cl)c(Cl)c2)cc1C	.	-5	-13
O=C(CN1CCN(Cc2ccc(Br)s2)CC1)NCc1ccccc1	.	-4	4
O=C(OCc1cccc(COC(=O)c2ccc(Br)o2)c1)c1ccc(Br)o1	.	0	-2
Cc1cc(C)c(CN2NS(=O)(=O)c3ccccc3C2=O)c(C)c1	-15	-5	1
COc1ccccc1N1CCN(c2nc(-c3cccs3)nc3ccccc23)CC1	-4	-2	3
Cc1ccccc1NC(=O)C(C)N1CC2C3CCC(C3)C21 (stereo not drawn)	-6	-6&-15	5&4
COc1cccc2c(C)cc(SC(C)C(=O)N3CCOCC3)nc12 (stereo not drawn)	.	0	-10
CCCCN(Cc1sccc1C)C(=O)C1CCC(O)CC1 (stereo not drawn)	.	-2	-1
C=C(C)CSc1nnc(NC(=O)c2ccc(Cl)cc2Cl)s1	-6	-5	-3
COc1ccc(C(C2Sc3nc(C)nn3C2=O)N2CCN(CCO)CC2)cc1OC (stereo not drawn)	.	-5	12
Cc1sc2nc(C(C)Sc3nncs3)[nH]c(=O)c2c1C (stereo not drawn)	.	-5	5
COC(=O)C(NC(=O)CN1CCCNC1=O)c1ccccc1F (stereo not drawn)	.	-7	12
S=C(NN=C1CCc2ccccc21)NC1CCCCC1	-5	-4	9
C=CCOCC(O)CN(Cc1cccc(OC)c1)CC1CC(c2ccccc2)=NO1 (stereo not drawn)	-7	-5	-1
CC1C(=O)NCCN1C(=O)NCc1ccc(Oc2ccccc2)nc1 (stereo not drawn)	.	-12	3
Cc1ccc2c(Cl)cc(Cl)c(OCc3cc(C)on3)c2n1	.	-3	3
O=C(NCc1ccc2c(c1)OCO2)c1nn(-c2ccccc2)c(=O)n(Cc2ccc(C(F)(F)F)cc2)c1=O	0	1	-6
O=C(NCc1cccnc1Oc1ccc(F)cc1F)c1ccc[nH]1	-13	0	0
COc1cc(C=NNC(=O)COc2c(C)cc(C)cc2C)cc(OC)c1OC	-4	-3	-2
C[C@H](NC(=O)Nc1c(F)cc(Br)cc1Br)C(=O)N1CCC(C(=O)N2CCCCC2)CC1	-6	-4	13
CCC(C)(C)NC(=O)c1ccc(NC(C)C)nc1	-4	-8	-11
CCc1nc(C)c(C(=O)NC2CC(=O)N(Cc3cccc(F)c3)C2)o1 (stereo not drawn)	.	-2	13
COc1cc(C)ccc1Oc1cc(N2CCN(S(=O)(=O)C(C)C)CC2)ncn1	-4	-2	.
CCOC(=O)c1nn(-c2ccc(Br)cc2)cc1O	.	2	-1
CCN1CCCC1CN(CC1CCN(CCOC)CC1)C(=O)c1cnc2ccccc2c1 (stereo not drawn)	.	-9	8
CCCNC(=O)N1CCC(Cc2cccc(C(F)(F)F)c2)(C(=O)OCC)CC1	.	-6	1
CCOC(=O)N1CCN(c2c(NCCN3CCCC3)c(=O)c2=O)CC1	-6	-8	7
CC1Cc2ccccc2N1C(=O)C1=NCC(=O)N(c2ccccc2)N1 (stereo not drawn)	-5	-7	-2
CCc1noc(C(C)N2CCN(C(=O)Nc3ccc(F)cc3)CC2)n1 (stereo not drawn)	.	-4	-3
CCC(Sc1nc(C)cc(=O)[nH]1)C(=O)Nc1cc(C)on1 (stereo not drawn)	.	-10	0
Cc1cccc(Cn2c(=O)c(C(=O)NCc3ccco3)nn(-c3cccc(Cl)c3)c2=O)c1	-4	-4	-3
COc1ccc(C2c3c(n[nH]c3-c3cccc([N+](=O)[O-])c3)OC(=N)C2C#N)cc1OC (stereo not drawn)	.	-4	-4
O=C(Nc1ccc(N2CCOCC2)cc1N1CCOCC1)c1cnc2c(cnn2Cc2ccccc2)c1	-3	-2	-1
O=C1CC(c2ccc3c(c2)OCO3)CC2=Nc3ccccc3NC(c3ccc4c(c3)OCO4)C12 (stereo not drawn)	-8	-2	-2
Cc1ccc(-c2cccc(CN3CC(c4ccccn4)C3)c2)o1	-13	-3	21
Cc1cc(CN2CCCC(CCNC(=O)C3(N)CC3)C2)oc1C (stereo not drawn)	-6	-10	.
CCc1ccc(NC(=O)c2cc(C(C)O)c[nH]2)cc1 (stereo not drawn)	.	3	4

Molecules listed so far that contain a thiophene ring, fused or not (eleven):
SMILES	mcGAS inh	hcGAS inh	NPYLR7 agonist
O=C(C=Cc1ccco1)Nc1sc2c(c1C(=O)O)CCCCC2	.	1	19
C=CCn1c(SCC(=O)CC(=O)OCC)nc2sc(C)cc2c1=O	.	-3	-6
COCCCN(CC(=O)N1CCc2sccc2C1c1ccccc1C)S(C)(=O)=O (stereo not drawn)	-7	-8	6
CCc1ccc(S(=O)(=O)N2CCCC2CN2CCCC2)s1 (stereo not drawn)	-18	-4	4
CC(=O)c1ccc(N2CCN(c3nc(-c4cc(C)cs4)ccc3C(=O)NC3CCS(=O)(=O)C3)CC2)cc1 (stereo not drawn)	.	-4	-2
C#CCOCC(O)CN(Cc1ccc(F)cc1)Cc1ccc(C)s1 (stereo not drawn)	-4	-1	14
CCOC(=O)c1c(NC(=O)c2ccc(OC(F)F)cc2)sc2c1CCC2	-6	-3	1
O=C(CN1CCN(Cc2ccc(Br)s2)CC1)NCc1ccccc1	.	-4	4
COc1ccccc1N1CCN(c2nc(-c3cccs3)nc3ccccc23)CC1	-4	-2	3
CCCCN(Cc1sccc1C)C(=O)C1CCC(O)CC1 (stereo not drawn)	.	-2	-1
Cc1sc2nc(C(C)Sc3nncs3)[nH]c(=O)c2c1C (stereo not drawn)	.	-5	5
